KCNK3 inh – human KCNK3 channel inhibition, primary screen | O14649 | CHO-KCNK3 thallium flux, FluxOR fluorescence; stronger effect = lower value | B-score at 10 µM | hit rate 0.84% among 340,000 | AID 602410;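 active = B-score under library mean minus 4 SD, starting fluorescence ratio at most library mean plus 5 SD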;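 note: more negative B-score means stronger inhibition of thallium flux through KCNK3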
Target sequence (O14649 whole entry, looked up): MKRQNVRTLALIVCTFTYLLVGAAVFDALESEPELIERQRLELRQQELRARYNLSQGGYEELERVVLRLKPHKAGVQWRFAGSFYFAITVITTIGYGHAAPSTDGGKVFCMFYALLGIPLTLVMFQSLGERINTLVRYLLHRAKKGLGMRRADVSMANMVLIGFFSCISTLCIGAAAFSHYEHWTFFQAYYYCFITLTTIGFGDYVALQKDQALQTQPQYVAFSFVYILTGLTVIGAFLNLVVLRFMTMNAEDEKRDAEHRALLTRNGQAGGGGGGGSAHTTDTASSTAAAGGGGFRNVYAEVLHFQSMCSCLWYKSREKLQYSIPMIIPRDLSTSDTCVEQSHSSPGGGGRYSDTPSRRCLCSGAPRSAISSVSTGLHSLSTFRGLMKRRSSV
HDAC3 inhib – blocks human histone deacetylase 3. O15379. inhibition, % at 8.3 µM. recombinant HDAC3, fluorogenic peptide/trypsin coupled, fluorescence. AID 2718. hit rate 0.15% among 320,000; in the data active = inhibition above about 26%, passing the limit was not always enough
hERG protect – compounds protecting human hERG from proarrhythmic drug block; Q12809; CHO-hERG, FluxOR thallium flux, dofetilide IC70 present; activation (rescue from dofetilide block), less the hit threshold, % at 10 µM; hit rate 0.51% among 310,000;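 active = activation above the mean of controls blocked by dofetilide plus 5 SD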;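 note: thallium influx through hERG after potassium depolarization seen as dye fluorescence rise; in these data hits start at about 4.7%; inactives centre near -7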
TMEM16A act – activates or potentiates the mouse TMEM16A chloride channel; B-score at 10 µM; Q8BHY3; hit rate 0.3% among 340,000; HEK293 TMEM16A/YFP-H148Q/I152L, iodide quench fluorescence; stronger effect = lower value;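 active = fluorescence-ratio B-score plate-corrected deviation score at least 3 library SD below zero, with starting fluorescence score within 5 deviations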;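 note: channel opened by trigger with iodide after compound preincubation; score built on the fluorescence ratio of max minus min over baseline; more negative score means more quench and so TMEM16A activation or potentiation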
KCNQ1 inh – inhibitors of human KCNQ1 potassium channel | P51787 | CHO-K1 KCNQ1, FluxOR thallium flux fluorescence; stronger effect = higher value | B-score at 10 µM | hit rate 1.3% among 310,000 | AID 2642;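 active = compounds whose thallium flux B-score, printed positive for inhibition, exceeds three library SD while starting fluorescence stays within three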;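 note: channel opened by potassium depolarization with thallium stimulus after 20 min compound exposure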
KCNQ1 pot – potentiates or activates the human KCNQ1 potassium channel; P51787; CHO-K1 KCNQ1, thallium flux FluxOR fluorescence; stronger effect = higher value; B-score at 10 µM; hit rate 0.35% among 310,000; AID 2648;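 active = fluorescence ratio B-score, a plate-corrected score, at least three library SD, with initial intensity B-score within 5 SD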
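System: Stable KCNQ1 CHO-K1 line | Incubation: 90 min dye loading and 20 min compound exposure, both at room temperature | Measure: Ratio B score | Medium: Assay buffer for compound exposure, DMSO matched across wells | Compound dosing: Single-concentration screen | Probe or stimulus: K+/Tl+ depolarizing stimulus | Measured by: Kinetic FluxOR fluorescence, 10 s baseline plus 110 s post-stimulus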
DYRK1A inh – Dyrk1A (rat) kinase inhibition | ADP-Glo luminescence, NFATc1 peptide | inhibition, % at 12.5 µM | hit rate 0.43% among 310,000; in the data active = inhibition above about 50%;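 note: plate controls were vehicle with enzyme for no effect and no enzyme for full effect; many of its hits are not listed in these tables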
TRPC4 PAM – TRPC4 (mouse) allosteric potentiation. HEK293 TRPC4beta/mu-opioid, DAMGO EC20, Fluo-4 Ca2+ flux; stronger effect = higher value. B-score at 10 µM. hit rate 0.42% among 310,000. Q9QUQ5. AID 2227;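 active = B-score of calcium response area above 5 SD of library B-scores, with initial fluorescence ratio within 5 SD of library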;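 note: B-score of integrated fluorescence ratio over time as area under calcium response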
KCNK9 inh – human KCNK9 channel inhibition. Q9NPC2. HEK293 KCNK9, FluxOR thallium flux fluorescence; stronger effect = lower value. B-score at 10 µM. hit rate 1.2% among 310,000. AID 488922;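 active = ratio B-score over 3 SD below the library mean, with starting fluorescence within 5 SD of its mean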;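 note: negative B-score means less thallium flux so channel inhibition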
Target sequence (Q9NPC2 whole entry, looked up): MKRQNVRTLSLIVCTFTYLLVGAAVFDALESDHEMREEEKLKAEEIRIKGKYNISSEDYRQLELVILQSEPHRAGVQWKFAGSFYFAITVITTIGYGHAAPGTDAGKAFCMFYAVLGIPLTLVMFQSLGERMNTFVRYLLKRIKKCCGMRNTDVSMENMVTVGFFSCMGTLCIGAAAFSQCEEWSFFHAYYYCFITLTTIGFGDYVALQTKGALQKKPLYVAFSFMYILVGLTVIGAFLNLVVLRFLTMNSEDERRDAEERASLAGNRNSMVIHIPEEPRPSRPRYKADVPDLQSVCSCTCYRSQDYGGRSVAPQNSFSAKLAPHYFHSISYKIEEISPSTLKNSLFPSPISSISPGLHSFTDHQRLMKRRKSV
TMEM16A inh – inhibitors of mouse TMEM16A calcium-activated chloride channel; Q8BHY3; HEK293 TMEM16A/YFP iodide influx fluorescence, ionomycin; hit rate 1.2% among 310,000; normalized B-score (activity score, 25-100; higher = stronger inhibition) at 10 µM;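 active = ratio plate-corrected score three or more library SD toward inhibition, starting fluorescence score within five deviations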;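 note: score derived from kinetic fluorescence span divided by baseline fluorescence per well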
TRPC4 agonist – opens the mouse TRPC4 cation channel; HEK293 TRPC4beta/mu-opioid, Fluo4 calcium fluorescence; stronger effect = higher value; B-score at 10 µM; hit rate 0.49% among 310,000;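 active = B-score above 5 SD of library B-scores, and initial fluorescence ratio not above library mean plus 5 SD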;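 note: positive B-score marks a calcium rise read as TRPC4 activation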
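Assay system: HEK293 stable line with TRPC4beta plus mu-opioid receptor. Times: dye 45 min RT, read 110 s. Measured by: kinetic Fluo4 calcium fluorescence. Measure: B score of integrated ratio. Controls: assay buffer as low control, maximal DAMGO as high control.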
Numbers without * were called inactive; i = inactive; x = not tested or not shown. This is a subset; count on the stated rates, not on these rows.

Results follow in this order: KCNQ1 inh, hERG protect, TRPC4 agonist, KCNQ1 pot, TMEM16A act, KCNK3 inh, TRPC4 PAM, DYRK1A inh, KCNK9 inh, HDAC3 inhib, TMEM16A inh
Cc1ccc(C2(C)NC(=O)N(CC(=O)Nc3cc(S(=O)(=O)N(C)C)ccc3C)C2=O)cc1 (centres undefined)
→ i, -5, i, i, i, i, i, 2, i, -1, i
O=[N+]([O-])c1ccc(C2=Nc3cc(Cl)ccc3OC2)cc1
→ i, -3, i, i, i, i, i, -2, i, 6, i
O=C(CSc1nc2ccccc2s1)Nc1ncccn1
→ i, -8, i, i, i, i, i, 3, i, -4, i
O=c1cc(O)c2sc3nc(C(F)(F)F)c4c(c3c2[nH]1)CCCCC4
→ i, -7, i, i, i, i, i, 3, i, 2, i
CCOc1ccccc1NC1c2ccccc2C(=O)N1c1ccc(C)cn1 (centres undefined)
→ i, -3, i, i, i, i, i, 7, i, 2, i
Cn1ncc(Cl)c1C(=O)NCc1ccc2c(c1)OCO2
→ i, -6, i, i, i, i, i, -2, i, -2, i
CCOc1ccc(Nc2nc(-c3cccnc3)cs2)cc1
→ i, -9, i, i, i, i, i, 6, i, 1, i
Cc1ccc(NC(=O)C(=O)NC(C)C2COc3ccccc3O2)cc1 (centres undefined)
→ i, -6, i, i, i, i, i, 8, i, -7, i
CCOc1ccccc1N1CCN(CC(=O)N(CC(C)C)c2c(N)n(CC(C)C)c(=O)[nH]c2=O)CC1
→ i, -5, i, i, i, i, i, -1, i, 4, i
CCN(CC)CCNC(=O)c1cn(CC)c2ccc(S(=O)(=O)N3CCOCC3)cc2c1=O
→ i, -7, i, i, i, i, i, x, i, 2, i
O=C(Nc1ccc(F)cc1)C1CCN(S(=O)(=O)c2cccc3nonc23)CC1
→ i, -13, i, i, i, i, i, -2, i, -2, i
COc1cc(C(=O)N2CCC(NC(=O)C(Cc3ccc(C)cc3)NC(C)=O)CC2)cc(OC)c1OC (centres undefined)
→ i, -10, i, i, i, i, i, 3, i, -8, i
Cc1ccccc1-c1nc2ccccc2o1
→ i, 2, i, i, i, i, i, 6, i, -1, i
CCC(C)c1c(O)nc(SCC(=O)N2CCOCC2)[nH]c1=O (centres undefined)
→ i, -3, i, i, i, i, i, x, i, -1, i
CCOc1ccc(CSCCNC(=S)Nc2ccccc2)cc1
→ i, -13, i, i, i, i, i, 0, i, 1, i
Cc1ccc(NC(=O)c2scc3c2CCCC3)cc1
→ i, -4, i, i, i, i, i, 0, i, 15, i
CN(Cc1ccccc1)C(=O)c1cc(=O)[nH]c2ccccc12
→ i, -14, i, i, i, i, i, x, i, -7, i
COc1cc(NC(=O)CCCSc2nc(-c3ccco3)cc(C(F)(F)F)n2)cc(OC)c1OC
→ i, -16, i, i, i, i, i, 4, i, -4, i
CCCCN(CC)CCNC(=O)c1cc2c(=O)[nH]c3ccccc3c2n1C
→ i, -1, i, i, i, i, i, x, i, -8, i
CCOc1ccc(N2C(=O)CC(N3CCc4ccccc43)C2=O)cc1 (centres undefined)
→ i, -12, i, i, i, i, i, 4, i, 1, i
CCN(c1ccccc1)S(=O)(=O)c1ccc2c(c1)C(C)(C)C(=O)N2C
→ i, -10, i, i, i, i, i, 1, i, -4, i
Cc1ccc2c(c1)N(CC(=O)N(Cc1ccc3c(c1)OCO3)CC1CCCO1)C(=O)C(C)O2 (centres undefined)
→ i, -5, i, i, i, i, i, -4, i, -3, i
COc1cccc(CC(=O)OC(C)C(=O)Nc2ccc(N3CCOCC3)cc2)c1 (centres undefined)
→ i, -13, i, i, i, i, i, -8, i, 5, i
COc1ccc(S(=O)(=O)NCC2CCCO2)cc1C(=O)O (centres undefined)
→ i, -3, i, i, i, i, i, -1, i, -2, i
CN1CCC(NC(=O)c2cccs2)CC1
→ i, -10, i, i, i, i, i, 3, i, -4, i
CCCC(=O)c1cc2cc(Cl)ccc2oc1=O
→ i, -9, i, i, i, i, i, 0, i, 0, i
Cc1ccccc1C(=O)N[C@H](C(=O)Nc1ccc(Cl)c(Cl)c1)C(C)C
→ i, -8, i, i, i, i, i, 4, i, 2, i
COc1ccc(CNC(=O)CSc2nc3nc(C)cc(C)n3n2)cc1
→ i, -6, i, i, i, i, i, 4, i, -1, i
CCn1c(=O)n(CC)c2cc(NC(=O)C(C)c3ccccc3)c(Br)cc21 (centres undefined)
→ i, -2, i, i, i, i, i, -1, i, 1, i
CC1CC(C)CN(S(=O)(=O)c2ccc(F)c(C(=O)Nc3ccc(Cl)cc3F)c2)C1 (centres undefined)
→ i, -3, i, i, i, i, i, x, i, -2, i
Cn1c(=O)c2nc(Cl)c(-c3ccccc3)nc2n(C)c1=O
→ i, -6, i, i, i, i, i, -8, i, -7, i
Cc1occc1C(=O)Nc1cc(C(C)(C)C)on1
→ i, -2, i, i, i, i, i, 5, i, 1, i
Cc1cccc2cc(C(c3nnnn3Cc3ccccc3)N3CCCc4ccccc43)c(=O)[nH]c12 (centres undefined)
→ i, 1, i, i, i, i, i, x, i, -2, i
O=C1CN(C(=O)CNC(=O)c2ccc(Cl)cc2Cl)CCN1
→ i, -3, i, i, i, i, i, -5, i, 13, i
O=C(CCS(=O)(=O)c1cccc2nsnc12)NC1CCCCC1
→ i, -11, i, i, i, i, i, 0, i, -8, i
O=C(Nc1ncccc1O)c1ccc(OCC2CCCO2)cc1 (centres undefined)
→ i, -9, i, i, i, i, i, 1, i, 68*, i
Nc1nc2nccc(-c3ccccn3)n2n1
→ i, -10, i, i, i, i, i, -4, i, -19, i
CCOC(=O)n1c(=O)oc2ccccc21
→ i, -5, i, i, i, i, i, -1, i, 0, i
COc1nc(-c2ccccc2)cc(C(F)(F)F)n1
→ i, 4.7*, i, i, i, i, i, 2, i, 7, i
CCCOc1ccc(-c2nnn(CC(=O)OCC)n2)cc1
→ i, -9, i, i, i, i, i, 6, i, -4, i
Cc1noc(/C=C/c2cccs2)c1S(=O)(=O)N1CCC(C(=O)NCCCN2CCCC(C)C2)CC1 (centres undefined)
→ i, -13, i, i, i, i, 10*, x, i, -1, i
Cc1c(C(=O)NCCCN2CCOCC2)oc2ccc(S(=O)(=O)N3CCOCC3)cc12
→ i, -12, i, i, i, i, i, -6, i, 4, i
O=C(Nc1ccc(CN2CCOCC2)cc1)c1ccc(Br)o1
→ i, -4, i, i, i, i, i, 3, i, -2, i
COc1ccc(-n2c(C)cc(C(=O)NC3CCCCC3)c2C)cc1
→ i, -4, i, i, i, i, i, -1, i, -2, i
O=C(Nc1ccc(S(=O)(=O)N2CCc3ccccc32)cc1)c1ccc2c(c1)OCO2
→ i, -11, i, i, i, i, i, 7, i, -11, i
CCCCC(C(=O)NC(C)c1ccccc1)C(=O)NC(C)c1ccccc1 (centres undefined)
→ i, -5, i, i, i, i, i, 2, i, 2, i
c1ccc2nc(-c3ccc4c(c3)OCO4)ccc2c1
→ i, -9, i, i, i, i, i, 17, i, -7, i
CCOC(=O)NC(=O)COC(=O)CNC(=O)c1cccc(OC)c1
→ i, -6, i, i, i, i, i, 6, i, -14, i
CCOC(=O)c1[nH]c(C)c(C(=O)NC2CCCC2)c1C
→ i, -6, i, i, i, i, i, -12, i, -5, i
CCCC(=O)Nc1ccc(S(=O)(=O)Nc2cc(C)nc(C)n2)cc1
→ i, -3, i, i, i, i, i, 2, i, -1, i

More records
Results follow in this order: KCNQ1 inh, hERG protect, TRPC4 agonist, KCNQ1 pot, TMEM16A act, KCNK3 inh, TRPC4 PAM, DYRK1A inh, KCNK9 inh, HDAC3 inhib, TMEM16A inh
Cc1c(Cl)cccc1-n1c(SCC(=O)N2CCC(C(=O)O)CC2)nnc1-c1ccncc1
→ i, -7, i, i, i, i, i, -9, i, -2, i
Cn1c(-c2ccc3c(c2)OCO3)cnc1NCc1ccc(Cl)cc1
→ 11*, -16, i, i, i, i, i, -2, i, -2, i
CC(=C\c1ccco1)/C=C1/SC(=S)N(CC(=O)O)C1=O
→ i, -7, i, i, i, i, i, 0, i, -1, i
Cn1nc(C(F)(F)F)c(-c2cccc(C(F)(F)F)c2)c1NC(=O)CSCC(=O)O
→ i, -9, i, i, i, i, i, x, i, 5, i
CC(=O)NCCNC(=O)c1ccc(CSc2ccc(Cl)cc2)cc1
→ i, -4, i, i, i, i, i, 15, i, -1, i
CSCCC(=O)N1CCCC(CNC(=O)c2ccccc2Cl)C1 (centres undefined)
→ i, -4, i, i, i, i, i, 7, i, -8, i
Cc1nn(Cc2c(Cl)cccc2Cl)c(C)c1NC(=O)c1cnn2c(C(F)F)cc(-c3ccccc3)nc12
→ i, -8, i, i, i, i, i, 1, i, -3, i
O=C1c2ccccc2C(=O)N1CCc1csc(-c2ccccc2)n1
→ i, -8, i, i, i, i, i, -5, i, 5, i
Cc1cc(C)c2c(c1)NC(C(=O)O)C1CC=CC21 (centres undefined)
→ i, -6, i, i, i, i, i, 1, i, 3, i
Cc1ccc(NC(=O)CS(=O)CC(=O)NC2CCN(Cc3ccccc3)CC2)c(C)c1 (centres undefined)
→ i, -14, i, i, i, i, i, -7, i, 3, i
CS(=O)(=O)NC1c2cccc3cccc(c23)C1Sc1nncn1/N=C/c1ccco1 (centres undefined)
→ i, -10, i, i, i, i, i, 4, i, 5, i
Cc1cccc(N2C(S)=C(C#N)C(=O)NC23CCCCC3)c1
→ i, -8, i, i, i, i, i, 14, i, 2, i
COc1ccc(CCNC(=O)C(=O)NCC2OCCN2S(=O)(=O)c2ccc(C)cc2)cc1 (centres undefined)
→ i, -9, i, i, i, i, i, 3, i, -7, i
Cc1cccc(CSc2nnc(-c3cnccn3)n2C)c1
→ i, -7, i, i, i, i, i, 0, i, x, i
CCOC(=O)c1ccc(NC(=O)c2cccc(S(=O)(=O)N3CCN(C(C)=O)CC3)c2)cc1
→ i, -4, i, i, i, i, i, -1, i, -9, i
CC(C)(C)c1ccc(/C=N/NC(=O)CN2CCS(=O)(=O)CC2)cc1
→ i, 2, i, i, i, i, i, 2, i, -4, i

Compound activity from PubChem.
